SENP8 block-1: blocks human SENP8 cleavage of Nedd8 substrate. hit rate 0.64% among 360,000. recombinant SENP8, Nedd8 substrate fluorescence. inhibition, % at 20 µM. AID 602440. Q96LD8; in the data active = inhibition mostly above about 40%, no sharp cut-off; inactive = mostly below about 27%
Target sequence (Q96LD8 whole entry, looked up): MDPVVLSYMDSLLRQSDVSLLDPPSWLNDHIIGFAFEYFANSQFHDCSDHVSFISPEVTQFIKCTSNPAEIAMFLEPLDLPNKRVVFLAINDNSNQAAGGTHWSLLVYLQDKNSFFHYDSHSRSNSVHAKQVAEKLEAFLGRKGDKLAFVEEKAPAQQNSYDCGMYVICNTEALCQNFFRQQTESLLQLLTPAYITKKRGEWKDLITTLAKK
SENP8 block-2: blocks the human protease SENP8; Q96LD8; purified SENP8, Z-RLRGG-aminoluciferin cleavage, luminescence; inhibition, % at 10 µM; hit rate 1.2% among 330,000; AID 2540; in the data active = inhibition above about 50%
SENP6 inh: blocks the human protease SENP6. Recombinant SENP6 catalytic domain, aminoluciferin luminescence. inhibition, % at 10 µM. Q9GZR1. hit rate 1.8% among 330,000;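 active = inhibition above about 50% at the single tested dose, limit read from the data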;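 also: plate controls were DMSO wells with enzyme for no effect and DMSO wells lacking enzyme for full effect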
Target sequence (Q9GZR1 628-1112 limits assumed): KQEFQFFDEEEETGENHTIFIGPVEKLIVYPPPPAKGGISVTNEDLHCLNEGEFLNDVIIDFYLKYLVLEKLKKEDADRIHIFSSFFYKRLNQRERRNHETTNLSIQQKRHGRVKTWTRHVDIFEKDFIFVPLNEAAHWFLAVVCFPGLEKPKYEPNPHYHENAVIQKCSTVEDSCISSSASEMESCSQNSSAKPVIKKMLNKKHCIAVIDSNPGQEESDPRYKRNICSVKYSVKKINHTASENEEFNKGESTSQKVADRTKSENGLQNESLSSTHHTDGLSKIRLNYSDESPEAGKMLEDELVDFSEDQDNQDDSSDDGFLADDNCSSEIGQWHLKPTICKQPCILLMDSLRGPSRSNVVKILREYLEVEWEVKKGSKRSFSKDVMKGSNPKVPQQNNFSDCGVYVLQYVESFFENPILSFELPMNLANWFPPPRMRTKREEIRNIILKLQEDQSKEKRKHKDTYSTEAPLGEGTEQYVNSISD
SENP7 inh: blocks the human protease SENP7. Q9BQF6. hit rate 1.5% among 330,000. AID 434973. recombinant SENP7, Z-RLRGG-aminoluciferin luminescence, 40 min. inhibition, % at 5 µM;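 active = inhibition above about 50% at the single test dose, limit read from the data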;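 also: plate controls were DMSO with enzyme for no effect and no enzyme buffer wells for full effect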
SENP1 FRET inh: SENP1 (human) catalytic domain inhibition | Q9P0U3 | recombinant SENP1 catalytic domain, CyPet-SUMO1-YPet FRET cleavage | inhibition, % at 10 µM | hit rate 0.21% among 360,000 | AID 624204;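 active = inhibition at least 30% at 10 µM, raw YFP signal under a set limit, fluorescence ratio 0.5 to 1.5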;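 also: 0% = enzyme with DMSO and 100% = no enzyme wells; some results filed as inactive read as strong as hits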
Target sequence (Q9P0U3 419-644 limits assumed): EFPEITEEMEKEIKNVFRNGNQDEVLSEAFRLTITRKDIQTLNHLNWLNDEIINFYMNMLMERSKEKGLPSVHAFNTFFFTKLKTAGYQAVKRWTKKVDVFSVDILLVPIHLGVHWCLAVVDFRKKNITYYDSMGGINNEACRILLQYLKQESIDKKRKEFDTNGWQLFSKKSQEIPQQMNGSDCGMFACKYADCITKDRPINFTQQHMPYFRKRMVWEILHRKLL
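Assay system: hSENP1 catalytic domain, recombinant. Amount: SENP1 enzyme, 20 pM final. Schedule: 50 min reaction, RT, dark. Technique: FRET, CFP and YFP emission. Control set: no-enzyme wells low, DMSO-plus-enzyme wells high control.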
UBC13 polyUb: human UBC13 polyubiquitination inhibition; P61088; UBC13 polyubiquitin chain formation, TR-FRET; inhibition, % at 20 µM; hit rate 0.47% among 330,000; AID 485273; in the data active = inhibition above about 45%, passing the limit was not always enough
Target sequence (P61088 whole entry, looked up): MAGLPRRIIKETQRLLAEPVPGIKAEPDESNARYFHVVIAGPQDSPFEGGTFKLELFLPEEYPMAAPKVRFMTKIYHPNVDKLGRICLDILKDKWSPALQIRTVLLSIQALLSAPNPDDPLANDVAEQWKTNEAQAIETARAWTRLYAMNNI
Apaf1 inhib: blocks human Apaf-1 apoptosome activity; O14727; reconstituted apoptosome caspase-3 activity, DEVD-Rh110 fluorescence; inhibition, % at 20 µM; hit rate 0.71% among 330,000; AID 489030; active = inhibition of at least 40% at 20 µM;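 also: plate controls were DMSO wells for no effect and DEVD-CHO caspase inhibitor wells for full effect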
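Assay system – apoptosome proteins · Medium – Hepes buffer, pH 7.5 · Also added – cytochrome c with DEVD-Rh110 · Timing – 30 min compound preincubation, 50 min activation, room temperature · Detection – Rh110 fluorescence, excitation 480 nm, emission 540 nm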
APOBEC3G inh: blocks human APOBEC3G single-stranded DNA deamination. Q9HC16. recombinant A3G, ssDNA deamination FAM/TAMRA fluorescence. inhibition, % at 20 µM. hit rate 0.28% among 330,000. AID 493012;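 active = inhibition of at least 40% at 20 µM, with no more than 30% in the related APOBEC3A deaminase screen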;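 also: plate controls were DMSO wells with A3G for no effect and wells lacking A3G enzyme for full effect; some compounds called inactive have numbers as strong as hits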
Starred values were filed as active, the others as inactive; i = inactive.

SMILES	SENP8 block-1	SENP8 block-2	SENP6 inh	SENP7 inh	SENP1 FRET inh	UBC13 polyUb	Apaf1 inhib	APOBEC3G inh
Cc1nc2scc(C)n2c(=O)c1S(=O)(=O)NCc1ccccc1	-356	4	-8	3	-1	-2	9	9
CCCC1CCC(=NNS(=O)(=O)c2ccc(C)c([N+](=O)[O-])c2)CC1 (stereo not drawn)	16	-7	-13	-2	3	-10	6	-5
CCCC(=O)C1=C(N2CCCC2)CC(C)(C)C(C(=O)OC)C1=O (stereo not drawn)	6	0	-10	-3	-2	-2	-4	-9
Cc1ccc(C2=NOC(c3nnc(-c4ccccc4)o3)C2)cc1 (stereo not drawn)	7	2	-5	1	3	3	2	-8
CCSc1nc2ccccc2n1C(=O)Oc1ccccc1	22	-4	13	-1	-1	5	9	-2
Cc1cc(NCCCN)nc(-c2ccccc2O)n1	i	-7	-7	-8	-3	8	2	-7
Cc1cc(C(=O)OCC(N)=O)c(C)n1-c1ccccc1	17	-11	-5	-9	0	-14	5	14
COc1ccccc1CNC(=O)C1CCC(CNC(=O)[C@@H]2Cc3ccccc3CN2)CC1 (stereo partly drawn)	11	-9	0	-12	1	-4	4	-10
CCOC(=O)CSc1nnc(NC(=O)CN2CCN(C=O)CC2)s1	11	-5	5	7	0	-2	0	-1
Cc1c(C(=O)O)cccc1-c1ccc(/C=C2/NC(=O)N(c3ccccc3)C2=O)o1	-409	60*	64*	-1	-62	-6	8	-2
CCOc1cc(/C=C2/NC(=O)N(CC(=O)OC)C2=O)ccc1O	-201	0	-28	-1	1	-7	-3	-3
CN(C)CCN(C(=O)CCc1ccccc1)c1nc2c(F)cc(F)cc2s1	19	1	0	7	-1	11	19	-7
Cc1ccnc(NC(=O)CNC(=O)c2ccco2)c1	-2	-11	-9	1	1	5	2	-5
Cc1ccc(NC(=O)CCOc2ccccc2C)cc1C	8	-3	-7	1	-1	8	16	-1
COc1ccccc1C(=O)Nc1ccccc1C(=O)N1C(C)CCCC1C (stereo not drawn)	3	-8	-12	5	-1	-9	2	-4
O=C(CSc1ncnc2ccccc12)NCc1ccc2c(c1)OCO2	23	-2	-15	-1	1	24	-20	-14
Cc1nc(C)c(-c2ccc(SCc3ccc([N+](=O)[O-])cc3)nn2)s1	24	-15	-15	-12	3	-3	15	-7
COc1ccccc1OCCCCN1CCN(C(c2ccccc2)c2ccccc2)CC1	14	1	-3	4	-3	17	32	-8
CC(C)C(=O)Nc1ccc(NC(=O)c2ccccc2Cl)nc1	14	2	-5	4	-1	4	2	0
CC(C)c1ccc(NC(=O)Cn2nnc(C(=O)NCc3ccco3)c2N)cc1	5	-2	-29	5	0	-6	8	-2
Cc1nn(C)c(C(=O)N/N=C/c2ccncc2)c1Cl	13	-5	-2	-3	1	-14	-14	-1
CC(=O)c1c(C)[nH]c(C(=O)Nc2ccccc2N2CCOCC2)c1C	-21	7	14	1	4	3	-10	-4
CC1CCCCC1NC(=O)c1cc(=O)[nH]c2ccccc12 (stereo not drawn)	-127	-4	-17	9	0	6	0	-7
COC(=O)Cc1[nH]nc2c1C(c1cccc(OC)c1OC)C(C#N)=C(N)O2 (stereo not drawn)	12	-5	-8	-9	3	-4	7	-4
COc1ccccc1N(C(=O)CNC(=O)c1ccco1)C(C(=O)NC1CCCC1)c1ccncc1 (stereo not drawn)	22	-5	-11	0	-1	5	-7	0
Carrying on:
SMILES	SENP8 block-1	SENP8 block-2	SENP6 inh	SENP7 inh	SENP1 FRET inh	UBC13 polyUb	Apaf1 inhib	APOBEC3G inh
N=C1C(c2nc3ccccc3s2)=C(O)CN1c1ccccc1	-101	-3	-4	4	0	13	-9	-3
CCN(CC(=O)Nc1c(F)cccc1F)C(=O)c1ccc(=O)[nH]c1	7	2	12	1	2	2	4	-3
COC(=O)c1ccc(S(=O)(=O)N2CCCN(Cc3ccc(F)cc3)CC2)n1C	19	-2	-7	-1	1	2	-11	-14
COc1cccc(C(=O)Nc2nnc(-c3ccc(OC)cc3OC)s2)c1	-302	9	15	3	1	-8	11	-5
Cc1nn(CC(=O)N(C)C2(C#N)CCCCC2)c(C)c1[N+](=O)[O-]	13	1	-7	-8	0	18	-10	-5
CN(Cc1cccs1)C(=O)Cn1cnc2cc([N+](=O)[O-])ccc2c1=O	-4	-12	-27	-3	-14	-9	5	-5
CC(=O)N/C(=C\c1ccc(F)cc1)C(=O)NC(Cc1c[nH]c2ccccc12)C(=O)O (stereo not drawn)	16	-1	5	1	-1	5	-5	-5
Cc1c(C(=O)O)sc2nc3n(c(=O)c12)CCC3	4	6	-11	-8	-1	-2	9	2
CCCCNS(=O)(=O)c1ccc(S(=O)(=O)NCc2ccncc2)cc1	9	2	-17	3	0	5	-5	-6
O=C(N/N=C/c1cccc(OC2CSC2)c1)c1ccccc1O	-397	3	5	-9	0	-16	14	73*
COc1cc(Cl)c(CN2CCC(CO)(CCOc3ccccc3)CC2)cc1OC	3	8	-3	-2	-2	-1	-2	-6
COc1ccc(/C=N/NC(=O)c2ccc(COc3ccccc3Cl)o2)cc1	-78	2	10	7	1	6	2	1
O=C(CN1CCN(c2ccc([N+](=O)[O-])cc2)CC1)c1ccccc1	23	4	15	11	4	-6	6	2
CC(C)c1ccc(NC(=O)CSc2nc(=O)n(CCCN3CCOCC3)c3c2CCCC3)cc1	2	-1	-6	1	1	8	19	7
COc1ccc(N2CCN(C3CC(=O)N(c4ccc5c(c4)OCCO5)C3=O)CC2)cc1 (stereo not drawn)	12	-9	-14	-6	2	-11	-8	-1
Cc1ccnn1-c1ccc(C(=O)NCC(c2ccco2)N2CCCC2)cc1 (stereo not drawn)	2	-3	-18	4	0	8	-4	-2
CCCc1ccc2oc(C(=O)N3CCC(O)CC3)c(C)c2c1	6	-3	-7	-8	1	-7	6	-8
Cc1ccc(-c2cc3ccccc3nc2N2CCCC2)cc1	-408	-1	-10	0	-19	6	16	-5
C/C=C1\NC(=O)[C@H](C)NC(=O)[C@@H](NC(=O)[C@@H](Cc2ccc(O)cc2)NC(=O)[C@@H](NC(=O)/C(C)=C/C)C(C)C)[C@@H](C)OC(=O)[C@H](CCCCc2ccc(O)cc2)NC(=O)[C@@H](CCC(=O)O)NC1=O	-8	12	-9	-7	5	-5	-11	-5
CNc1snc(C)c1C(=O)OC(C)C(=O)Nc1ccc(F)cc1 (stereo not drawn)	7	-6	-7	7	-2	8	0	-1
COc1cc(CN2CCCC(CO)(Cc3cccc(Cl)c3)C2)cc2c1OCO2 (stereo not drawn)	21	-2	1	6	-7	2	7	-3
CCCCOc1ccc(OCCNS(=O)(=O)N(C)C)cc1	15	-13	-7	-11	3	0	11	-3
O=S(N1CCCCC1)C12CC3CC(CC(C3)C1)C2 (stereo not drawn)	14	7	8	-6	1	-1	-10	-1
COC(=O)[C@]1(C)CCC[C@@]2(C)C3CC[C@@]4(C)C[C@]3(CCC21)CC4=NO (stereo partly drawn)	7	7	0	-12	-1	16	31	-12
O=C(COC(=O)c1cccc(S(=O)(=O)N2CCOCC2)c1)NCc1ccc2c(c1)OCO2	3	0	7	9	2	-2	2	1

Two entries drawn at random from the list so far:
SMILES	SENP8 block-1	SENP8 block-2	SENP6 inh	SENP7 inh	SENP1 FRET inh	UBC13 polyUb	Apaf1 inhib	APOBEC3G inh
CCCCNS(=O)(=O)c1ccc(S(=O)(=O)NCc2ccncc2)cc1	9	2	-17	3	0	5	-5	-6
CCCCOc1ccc(OCCNS(=O)(=O)N(C)C)cc1	15	-13	-7	-11	3	0	11	-3

Continuation:
SMILES	SENP8 block-1	SENP8 block-2	SENP6 inh	SENP7 inh	SENP1 FRET inh	UBC13 polyUb	Apaf1 inhib	APOBEC3G inh
CC(OC(=O)c1cc(Br)ccc1O)C(=O)NC1(C#N)CCCCC1 (stereo not drawn)	-76	0	-12	1	3	2	8	-1
C/C(=C\C(=O)c1ccccc1)Nc1ccc(N2CCOCC2)cc1	15	3	39	28	6	5	-4	-3
CCn1c(SCC(=O)OCC(=O)N2c3ccccc3NC(=O)C2(C)C)nnc1-c1ccco1	6	-5	0	-5	3	-2	7	0
CC(=O)OCC1=C(C(=O)O)N2C(=O)C(NC(=O)CCn3nc(C(F)(F)F)c(Br)c3C3CC3)C2SC1 (stereo not drawn)	-1	-5	-9	7	0	-10	0	-7
Cc1cccc(NC(=O)C2SC(=Nc3c(C)cccc3C)C(C(=O)N3CCOCC3)=C2N)c1 (stereo not drawn)	18	-3	0	3	-3	0	-6	-8
CCOC(=O)/C=C/C(=O)NNC(=O)c1ccccc1Cl	7	2	0	8	3	3	-17	-8
O=C(COc1ccc(Cl)cc1Cl)NNC(=S)NCc1ccco1	14	0	0	1	0	-2	-6	-9
COc1ccccc1/C=N/NC(=O)C(=O)NCc1cccnc1	-9	6	5	2	3	1	3	-3
COc1ccc2[nH]c(=O)cc(C(=O)O)c2c1	-434	4	-8	-2	-1	2	-13	31
Cc1ccc(S(=O)(=O)NNC(=O)c2cnn(-c3ccc(Cl)cc3)c2C(F)(F)F)cc1	3	1	-17	-1	0	1	-2	-5
O=C(Nc1cccc(S(=O)(=O)N2CCOCC2)c1)c1cn(-c2ccccc2)nc1-c1ccc(F)cc1	14	2	-12	-6	0	-2	-7	-4
Cc1ccc(S(=O)(=O)CCC(=O)Nc2nnc(-c3ccc(F)cc3)o2)cc1	-47	-2	-18	-7	0	-9	8	-10
Cn1c(=O)c(C(=O)CCl)c(N)n(CC2CC2)c1=O	4	-15	-8	50	0	-6	5	-5
COc1cccc(NC(=O)CSc2nnnn2C(C)C)c1	28	1	16	14	-2	3	-1	0
Fc1ccccc1N1CCN(C(c2cccs2)c2nnnn2CCc2ccccc2)CC1 (stereo not drawn)	-3	-3	0	-3	0	3	17	7
CCCCOc1ccc(C(=O)Nc2cc(C)c(OCC(=O)N3CCOCC3)c(C)c2)cc1	30	8	-6	19	1	3	16	5
Cn1c(=O)n(C)c2cc(NC(=O)CCc3ccccc3)c(Br)cc21	7	3	-3	-4	0	-10	-5	4
CSCC[C@H](NC(=O)Nc1cccc(Br)c1)C(=O)O	13	-4	-2	9	3	2	-9	-3
CSCCC(NC(=O)c1cc(CC(C)C)oc1C)C(=O)O (stereo not drawn)	-5	4	0	8	-1	-7	3	-4
CC(C)N1CCc2[nH]c(=S)[nH]c(=O)c2C1	0	0	10	0	-18	-4	-3	-5
CCc1ccc(C=NC23CN4CN(CN(C4)C2)C3)s1	18	-3	-4	-20	0	-10	16	-4
CCc1noc(C)c1C(=O)Nc1cccc(S(=O)(=O)N(C)c2ccccc2)c1	-35	-3	-19	-1	1	-8	10	-4
CCOC(=O)Cn1nnnc1C(C(C)C)N(Cc1cccs1)Cc1cc2cc(C)ccc2[nH]c1=O (stereo not drawn)	-66	-1	7	7	2	5	29	1
Cc1ccccc1CC1(CO)CCCN(Cc2ccc3c(c2)OCCO3)C1 (stereo not drawn)	10	2	-2	2	-11	11	-6	-6
Cn1c(/N=C/c2ccc3c(c2)OCO3)nc2ccccc21	5	10	47	-11	1	-2	-14	-7
CN(C)S(=O)(=O)c1cc(NC(=O)COC(=O)C2CSC3(C)CCC(=O)N23)ccc1Cl (stereo not drawn)	11	-11	-24	-7	3	2	-6	-8

4 of the entries above in order of the SENP7 inh value, lowest first:
| Structure | SENP6 inh | SENP7 inh | SENP1 FRET inh | UBC13 polyUb | APOBEC3G inh |
| --- | --- | --- | --- | --- | --- |
| Cn1c(/N=C/c2ccc3c(c2)OCO3)nc2ccccc21 | 47 | -11 | 1 | -2 | -7 |
| Cc1ccc(S(=O)(=O)NNC(=O)c2cnn(-c3ccc(Cl)cc3)c2C(F)(F)F)cc1 | -17 | -1 | 0 | 1 | -5 |
| CCOC(=O)/C=C/C(=O)NNC(=O)c1ccccc1Cl | 0 | 8 | 3 | 3 | -8 |
| CCCCOc1ccc(C(=O)Nc2cc(C)c(OCC(=O)N3CCOCC3)c(C)c2)cc1 | -6 | 19 | 1 | 3 | 5 |
